# Bioassay records as filed in PubChem BioAssay.
# CRE-bla Fsk: alters forskolin-stimulated CRE reporter signaling in CHO cells; CHO CRE-bla reporter (cAMP response element driving beta-lactamase), forskolin EC10, beta-lactamase ratio; Potency, µM (doses to about 38.2 µM), for the others: top-dose activity change, negative = inhibition, hits mostly activators; 71,000 tested, 2.5% active; AID 662; active means well fitted activation curve with a large enough effect in the signal ratio, with a control signal flat, not every such curve was filed as active; inconclusive means small, poorly fitted or top-dose-only effect, or effect the other way, or a change in a side signal; the % refers to the signal ratio; further: potency means the concentration at half of the fitted maximal effect; % of control where 0% means no effect
#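 Cells were plated overnight at 37 °C, exposed to compound titrations plus EC10 NKH 477 for 3 h, then given CCF4 dye for 2 h at room temperature. Blue/green (460/530 nm) ratio was converted to %Activity and AC50 values calculated.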
# Texas Red fluor: Texas Red region autofluorescence. 59,000 tested, 0.06% active. Compound fluorescence, Texas Red channel, 547/618 nm; stronger effect = higher value. max dye-equivalent concentration, M; in the data active means max dye-equivalent concentration above about 10 nM; inconclusive means between about 1.1 nM and that limit
#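 Compound fluorescence was read after 15 min at room temperature in 100 mM Tris, pH 8.0, using 547 nm excitation and 618 nm emission across a concentration series. It was expressed as Texas Red dye-equivalent concentration from an on-plate standard curve.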
# HBB splice mod: modulators of hemoglobin beta chain splicing; HBB splicing reporter cell assay, activation; EGFP reporter with mutant IVS2-654 intron; response scale: normalised to 500 nM splice-correcting PNA; Potency, µM (highest dose often 46.1 µM), for the others: top-dose activation, usual class: activators; AID 925; 65,000 tested, 0.06% active; further: potency means the concentration at half of the fitted maximal effect; 0% is about no effect
#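 HeLa cells stably expressing EGFP interrupted by mutant beta-globin intron 2 (IVS2-654), 500/well in 2% FCS. Treated with compound for 2 days at 37C. Splicing correction scored as total well GFP intensity (488 nm excitation, 500-520 nm emission); 500 nM antisense PNA served as control.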
# FLuc inh: blocks Photinus pyralis firefly luciferase activity. 72,000 tested, 2.2% active. P08659. Potency, µM (series often up to 57.1 µM), inactives show at the highest dose activity change, negative = inhibition, usual class: inhibitors. purified firefly luciferase, luminescence, 8 min; further: potency means the concentration at half of the fitted maximal effect; on the % scale 0 is the no-effect control and ±100 the full control effect; nearly all actives have a fitted effect of over 40% in size
# Target sequence (P08659 whole entry, looked up): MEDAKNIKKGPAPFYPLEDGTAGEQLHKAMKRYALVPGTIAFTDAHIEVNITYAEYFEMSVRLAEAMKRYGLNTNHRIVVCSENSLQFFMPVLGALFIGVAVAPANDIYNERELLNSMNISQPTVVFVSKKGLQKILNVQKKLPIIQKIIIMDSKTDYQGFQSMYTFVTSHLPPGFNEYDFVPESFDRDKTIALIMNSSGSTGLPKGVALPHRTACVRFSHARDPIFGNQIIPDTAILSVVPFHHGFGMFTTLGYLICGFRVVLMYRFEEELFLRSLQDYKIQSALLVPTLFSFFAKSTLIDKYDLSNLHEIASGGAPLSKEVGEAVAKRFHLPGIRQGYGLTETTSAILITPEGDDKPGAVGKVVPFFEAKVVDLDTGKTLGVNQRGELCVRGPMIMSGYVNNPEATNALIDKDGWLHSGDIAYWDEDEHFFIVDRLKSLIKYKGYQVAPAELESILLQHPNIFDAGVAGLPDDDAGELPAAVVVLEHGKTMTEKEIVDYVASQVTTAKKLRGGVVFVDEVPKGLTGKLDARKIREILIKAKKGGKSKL
#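 Firefly luciferase (PKLight detection mix) with 10 uM ATP in pH 7.2 imidazole buffer (KCl, MgCl2, Tween 20, BSA). Compounds tested across a concentration series (qHTS). Luminescence read after 8 min at ambient temperature.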
# Ub-GFP proteasome: proteasome inhibitors stabilizing ubiquitin-GFP reporter | Ubiquitin-GFP reporter cells, proteasome inhibition, GFP fluorescence; response scale: untreated = 0%, 10 µM MG-132 = 100% | Potency, µM (titrated, usually from 45.9 µM), without a hit: at the highest dose activation (GFP accumulation), actives largely listed as activators | 67,000 tested, under 10 active | AID 526; active means well fitted activation curve with a large enough effect, not every such curve was filed as active; inconclusive means small, poorly fitted or top-dose-only effect, or another doubt; inactive means no such curve, though single readings can be large or run the other way; further: potency means the concentration at half of the fitted maximal effect
#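 GFP accumulation read-out: laser plate cytometry counting ubiquitin(G76V)-GFP-expressing U2OS cells after 4 hr compound exposure at 37 °C. Titrations spanned 46 uM to 2.9 nM; 0% = basal, 100% = 10 uM MG-132; concentration-response curves fitted.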
# Fluorescein fluor: fluorescein region autofluorescence. max fluorescein-equivalent concentration, M. 59,000 tested, 0.91% active. Compound autofluorescence, 480/540 nm, fluorescein-equivalent; stronger effect = higher value. AID 593; in the data active means max fluorescein-equivalent concentration above about 10 nM; inconclusive means between about 1.1 nM and that limit
#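 Library compounds, added at multiple concentrations to pH 8.0 Tris buffer (100 mM), incubate 15 min at room temperature before CCD imaging at 480 nm excitation and 540 nm emission.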
# Epigenetic mod: epigenetic GFP locus derepression in mouse cells; mouse C127i GFP locus derepression, cytometry, 30 h; Potency, µM (titrated, usually from 46.1 µM), for inactives: top-dose GFP derepression (activation); 68,000 tested, 0.09% active; AID 597; further: % of control where 0% means no effect
#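 Locus derepression in mouse mammary C127i cells whose integrated CMV-GFP reporter is normally silent; GFP expression after 30 h compound treatment was quantified by counting fluorescent cells.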
# ERK AVP inh: inhibitors of vasopressin-stimulated ERK signaling pathway. AID 995. Potency, µM (series often up to 57.5 µM), inactives show at the highest dose activity, negative = inhibition, actives largely listed as inhibitors. 72,000 tested, 0.99% active. HEK293-V1b, vasopressin-stimulated pERK AlphaScreen; further: potency means the concentration at half of the fitted maximal effect; on the % scale 0 is the no-effect control and ±100 the full control effect; nearly all actives have a fitted effect of over 55% in size
#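 V1b-HEK293 cells; cpd 30 min 37C; 25 nM vasopressin 5 min; lyse 10 min; AlphaScreen beads 5 hr RT. Normalized to DMSO basal and 25 nM vasopressin; AC50 by Hill fit.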
# A350 fluor: A350 region autofluorescence. 59,000 tested, 11% active. AID 590. Compound autofluorescence, 340/450 nm, Alexa 350 dye-equivalents; stronger effect = higher value. max dye-equivalent concentration, M; in the data active means max dye-equivalent concentration above about 10 nM; inconclusive means mostly about 1.1 nM to 9.6 nM
# 4MU fluor: 4-MU region autofluorescence; compound autofluorescence, 340/450 nm, 4-MU equivalents; stronger effect = higher value; max dye-equivalent concentration, M; 59,000 tested, 11% active; in the data active means max dye-equivalent concentration above about 10 nM; inconclusive means mostly about 1.1 nM to 9.6 nM
#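 Intrinsic fluorescence at 340/450 nm (ex/em) was read after 15 min at room temperature in pH 8.0, 100 mM Tris. Each compound concentration expressed as 4-MU-equivalent concentration from a six-point 4-MU standard series on each plate.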
# Hsp90 Hop PPI: changes Hsp90-Hop TPR2A binding signal, up or down; Potency, µM (highest dose often 57 µM), for inactives: top-dose activity change, negative = inhibition; AlphaScreen TPR2A-His6 binding biotin-Hsp90 C-terminal peptide; 71,000 tested, 0.44% active; active means well fitted curve in either direction with a large enough effect; inconclusive means small, poorly fitted or top-dose-only effect, or another doubt; further: potency means the concentration at half of the fitted maximal effect; on the % scale 0 is the no-effect control and ±100 the full control effect; many of its hits are not listed in these tables
# * marks the source's active call; other numbers are inactive results; i = inactive; u = inconclusive; x = not tested or not shown; [ ] = dose if it differs, or a comment. Unless noted, the call rests on the fitted dose curve; in most records, active means well fitted curve in the direction sought with a large enough effect; inconclusive means small, poorly fitted or top-dose-only effect, or another doubt; inactive means no such curve, though single readings can be large; an effect the other way counts as inactive or inconclusive. The list is partial; rates above refer to the full screens.
# Order of values – CRE-bla Fsk	Texas Red fluor	HBB splice mod	FLuc inh	Ub-GFP proteasome	Fluorescein fluor	Epigenetic mod	ERK AVP inh	A350 fluor	4MU fluor	Hsp90 Hop PPI
1) COc1ccc(C(=O)NC2CC3CCCC(C2)N3CC(C)C)cc1OC (stereo unspecified)
→ -1%	i	x	0%	0%	i	-1%	-1%	i	i	0%
2) Cc1csc(-c2cnn(-c3ccccc3)c2NC(=O)c2ccccc2)n1
→ -2%	i	-0.2%[57.5 µM]	3%	0%	i	3%	8%	i	i	2%
3) CCOC(=O)c1c(N)sc(C(=O)N2CCOCC2)c1C
→ 13%	u	0.0%	1%	-3%	i	1%	-15%	1.5e-08M*	1.5e-08M*	-3%
4) CCN(CC)c1ccc(NC(=O)CN2CCN(CC(=O)Nc3ccc(F)cc3)CC2)cc1
→ -2%	u	-0.2%	2%	6%	i	4%	8%	i	i	-14%
5) CCn1c(SCC(=O)Nc2ccccc2C(=O)OC)nnc1-c1ccc(N)cc1
→ x	i	x	3%[25.5 µM]	x	i	5%[20.6 µM]	x	i	i	x
6) CCn1c(C)c(C(C)=O)c(N2CCC(C(N)=O)CC2)nc1=S
→ 4%	i	-0.6%	2%	5%	i	11%	-11%	i	i	-1%
7) O=C(CSc1ncc(-c2ccc(F)cc2)n1Cc1ccco1)Nc1ccc2c(c1)OCO2
→ -1%	i	x	-10%	-1%	i	5%	u	i	i	u
8) COCCCn1c(=NC(=O)c2ccc3c(c2)OCO3)c(C#N)cc2c(=O)n3cccc(C)c3nc21
→ u	u	2.2%[1.84 µM]	1%	-3%	u	-3%	-7%	3.1e-08M*	8.3e-08M*	-1%
9) CCOC(=O)c1c(C)[nH]c(C(=O)OCC(=O)N2CCN(S(=O)(=O)c3ccccc3)CC2)c1C
→ 1%	i	-0.1%[57.5 µM]	4%	-3%	i	-2%	-2%	i	i	-6%
10) O=C(CSc1nc2ccccc2c(=O)n1CC1CCCO1)NCC1CCCO1 (stereo unspecified)
→ -10%	i	1.4%	2%	5%	i	-3%	-24%	u	u	-1%
11) CC(C)n1c(N2CCN(CC(=O)NCc3cccs3)CC2)nc2ccccc21
→ -13%	u	x	5%	3%	i	1%	-19%	i	i	-7%
12) Clc1cccc2sc(N3CCCCC3)nc12
→ u	i	-1.8%	-2%	2%	u	1%	28%	i	i	9%
13) Cc1ccc(C(C(=O)NC(C)(C)C)N(CC2CCCO2)C(=O)Cn2nnc(-c3ccc(C)o3)n2)cc1 (stereo unspecified)
→ -2%	u	x	1%	5%	i	-1%	-2%	i	i	-9%
14) O=c1c2cc(N3CCOCC3)ccc2[nH]c(=S)n1CCCN1CCN(c2ccccc2F)CC1
→ -5%	i	1.9%[0.369 µM]	4%	-7%	i	4%	-7%	u	u	-6%
15) C=CCc1c(C)c(C#N)c2nc3ccccc3n2c1NCCN(C)C
→ 11%	i	-2.8%[57.5 µM]	1%	10%	u	0%	-15%	1.3e-07M*	1e-07M*	-3%
16) Cc1cn[nH]c1
→ -4%	u	1.2%	-8%	-2%	i	-1%	9%	i	i	-5%
17) COc1ccc(-n2c(=O)c(-c3cn(C)c4ccccc34)nc3cnc(N4CCNCC4)nc32)cc1
→ u	i	11%	0%[11.4 µM]	5%	u	0%[9.22 µM]	6%	i	i	17%
18) CCOC(=O)c1c(C)n(C)c2ccc(OC)c(NC(=O)c3cccs3)c12
→ x	i	x	0%[25.5 µM]	x	u	-3%[20.6 µM]	x	i	i	x
19) CCOC(=O)c1ccc(NS(=O)(=O)c2cccc3nsnc23)cc1
→ 1%	i	1.3%	0%	0%	i	3%	11%	i	i	-6%
20) COCc1[nH]nc2c1C1(C(=O)Nc3ccc(F)cc31)C(C#N)=C(N)O2 (stereo unspecified)
→ -5%	u	2.6%[0.369 µM]	4%	x	i	0%	7%	u	i	2%
21) COc1ccccc1-c1nnc(NC(=O)C(C)C)s1
→ 9%	i	-1.0%[57.5 µM]	-12%	3%	u	-2%	20%	i	i	-1%
22) O=C(NCC1COc2ccccc2O1)c1cn(Cc2ccc(F)cc2)nn1 (stereo unspecified)
→ 2%	i	x	3%	2%	i	-2%	-8%	i	i	0%
23) Cn1c(=O)c2c(nc(SCCN3CCCCC3)n2Cc2ccccc2)n(C)c1=O
→ 5%	i	-1.3%[0.369 µM]	0%	4%	i	0%	-12%	u	i	-3%
24) O=C(c1csnn1)N1CCC2(CC1)CN(c1ccccc1)C2
→ 6%	i	1.9%	-1%[11.4 µM]	1%	i	7%[9.22 µM]	3%	i	i	-8%
25) COc1ccccc1NC(=O)CSc1nnc(C)n1Cc1ccccc1
→ -9%	i	1.5%	3%	-11%	i	2%	8%	i	i	2%
26) Cc1ccc(S(=O)(=O)NCC(=O)N(CC(=O)NC2CCCCC2)Cc2ccco2)cc1
→ -24%	u	-3.1%	-1%	-5%	u	0%	-18%	i	i	-4%
27) CC(=O)Nc1nc(-c2ccccc2)nc(C)c1C(C)=O
→ -1%	x	-1.5%	-6%	-9%	x	2%	-7%	x	x	-2%
28) COC(=O)C(NC(C)=O)(Nc1ccc(Br)cc1)C(=O)OC
→ x	u	x	2%[25.5 µM]	x	i	0%[20.6 µM]	x	i	i	x
29) CCOC(=O)NC(=O)CSc1nnc(C)s1
→ 4%	i	0.4%	-1%	0%	i	3%	3%	i	i	-5%
30) O=C(CSc1nnc(Cc2cccs2)n1Cc1ccco1)Nc1ccc(Br)cc1
→ u	i	2.4%	-3%	2%	i	0%	-21%	i	i	-7%

# Some entries already given, limited to A350 fluor:
nr	smiles	A350 fluor
21	COc1ccccc1-c1nnc(NC(=O)C(C)C)s1	i
22	O=C(NCC1COc2ccccc2O1)c1cn(Cc2ccc(F)cc2)nn1 (stereo unspecified)	i
23	Cn1c(=O)c2c(nc(SCCN3CCCCC3)n2Cc2ccccc2)n(C)c1=O	u

# Additional entries.
# Order of values – CRE-bla Fsk	Texas Red fluor	HBB splice mod	FLuc inh	Ub-GFP proteasome	Fluorescein fluor	Epigenetic mod	ERK AVP inh	A350 fluor	4MU fluor	Hsp90 Hop PPI
31) CC1=C/C(=N/O)C([C@H]2C=C(C)CC(C)(C)[C@@H]2O)C(C)(C)C1 (stereo partly specified)
→ -11%[7.6 µM]	i	-1.9%[9.22 µM]	1%[11.4 µM]	0%[9.17 µM]	i	0%[9.22 µM]	2%[11.5 µM]	i	i	-3%[11 µM]
32) COC(=O)C1=C(CSc2nnnn2C)NC(=O)NC1c1cc(C)ccc1C (stereo unspecified)
→ 1%	i	7.0%	-12%	-7%	u	3%	-11%	i	i	-10%
33) CCC(C)(C)NC(=O)C(c1ccccc1F)N(Cc1ccco1)C(=O)c1csnn1 (stereo unspecified)
→ -18%	i	-1.2%	4%	3%	u	0%	-16%	u	i	-4%
34) Cc1ccc(C)c(SCC(=O)OCC(=O)Nc2ccc(S(=O)(=O)N3CCOCC3)cc2)c1
→ -9%	i	-0.1%[57.5 µM]	-3%	-5%	i	0%	-24%	i	i	1%
35) N#Cc1c(N)oc(-c2ccccc2)c1-c1ccccc1
→ -5%	u	-5.5%	2%	-2%	u	-2%	-18%	u	u	-3%
36) Cn1nnnc1SCCNS(=O)(=O)c1ccccc1
→ 1%	i	x	0%	3%	i	-1%	20%	i	i	1%
37) CC(=O)OC(C(=O)NCc1ccc2c(c1)OCO2)c1ccccc1Cl (stereo unspecified)
→ -1%	i	x	1%	1%	i	0%	-16%	i	i	1%
38) CCOC(=O)c1c(N)sc(=S)c2c1CCC2
→ x	i	x	-1%[25.5 µM]	x	u	3%[20.6 µM]	x	u	u	x
39) Cc1ccccc1N1C(=O)c2cccc3c(N(C)CCO)ccc(c23)C1=O
→ 12%	x	20µM*	-3%	12%	x	-2%	1%	x	x	11%
40) COc1ccc(N/C(=N\c2nc(C)cc(C)n2)NC(=O)C(C)C)cc1OC
→ x	i	x	-2%[25.5 µM]	x	u	5%[20.6 µM]	x	i	i	x
41) CC1CCN(S(=O)(=O)c2ccc(Br)s2)CC1
→ -7%	i	-0.5%	2%	-4%	u	-3%	-2%	i	i	16%
42) CCOc1ccc2[nH]c(=O)c(CN(Cc3nnnn3CCc3ccccc3)CC3CCCO3)cc2c1 (stereo unspecified)
→ 10%	i	x	4%	-1%	i	-1%	-24%	7.6e-08M*	7.6e-08M*	1%
43) c1ccc(CNc2ncncc2-c2ccoc2)cc1
→ -17%	i	1.5%	1%[2.29 µM]	-3%	u	2%[9.22 µM]	-5%	1e-08M*	u	-4%

# Values in list order from the list.
# Entries 35–43 in Hsp90 Hop PPI, in turn: -3%, 1%, 1%, x, 11%, x, 16%, 1%, -4%
